# rCAG binder: binds r(CAG) RNA repeats; inhibition, % at 3 µM; r(CAG) RNA repeat, TO-PRO-1 dye displacement fluorescence; 370,000 compounds, 1.3% hits;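 active = inhibition above the plate cutoff, the mean of all test compounds on that plate plus 3 SD, cut at about 35% in these data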;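 also: 0% = DMSO alone and 100% = 100 µM mitoxantrone as full dye displacement; higher means more dye released from RNA so lower well fluorescence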
# mABHD4 FP: inhibits mouse alpha/beta hydrolase domain 4; Q8VD66; purified mABHD4, FP-Rh probe fluorescence polarization; inhibition, % at 8.92 µM; 370,000 compounds, 0.54% hits; AID 720543;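 active = inhibition exceeding the mean over every tested compound plus 3 SD, cut at about 30% in these data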;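 also: 0% = plate median of compound wells and 100% = S159A mutant with DMSO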
# Target sequence (Q8VD66 whole entry, looked up, the tested form may be a part): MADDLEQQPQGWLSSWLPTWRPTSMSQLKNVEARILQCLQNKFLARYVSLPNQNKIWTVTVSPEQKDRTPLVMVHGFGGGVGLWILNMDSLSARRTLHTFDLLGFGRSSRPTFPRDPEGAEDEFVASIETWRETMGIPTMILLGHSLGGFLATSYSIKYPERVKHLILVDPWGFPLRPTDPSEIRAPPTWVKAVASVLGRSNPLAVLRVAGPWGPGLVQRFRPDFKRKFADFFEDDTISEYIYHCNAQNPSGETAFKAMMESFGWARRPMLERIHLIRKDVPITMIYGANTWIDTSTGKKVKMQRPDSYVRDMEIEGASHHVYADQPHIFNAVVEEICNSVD
#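 Material: mouse ABHD4 enzyme, wild type; Benchmarks: S159A mutant high control, sample median low control; Buffer or medium: HEPES pH 7.0, NaCl, Pluronic buffer; Signal: fluorescence polarization; Read-out: percent inhibition of probe binding, normalized to plate controls; Timing: pre-incubation 45 min, probe exposure 60 min, at 25 °C; Dosing: 8.92 µM, single dose.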
# HTRA1 inhibitor: blocks human HTRA1 serine peptidase; recombinant HTRA1, FP-rhodamine activity-based probe, fluorescence polarization; Q92743; 340,000 compounds, 0.5% hits; inhibition, % at 5.96 µM; in the data active = inhibition above about 36%;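 also: 0% = enzyme with DMSO and 100% = wells lacking enzyme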
# LEDGF integ inh: blocks HIV-1 LEDGF/p75-dependent DNA integration; TR-FRET IN-LEDGF/p75 DNA integration, Eu/Cy5; inhibition, % at 3.7 µM; 370,000 compounds, 0.64% hits; AID 743269;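 active = inhibition above the screen-wide mean plus 3 SD, cut at about 13% in these data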;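 also: signal is the Cy5 over europium emission ratio at 671 and 618 nm; 0% = plate median of compound wells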
# PG9 Ab binder: small molecules binding HIV-1 gp120 antibody PG9. TR-FRET gp120-PG9 antibody binding. inhibition, % at 6.7 µM. 360,000 compounds, 0.43% hits; in the data active = inhibition above about 8.5%
# SIAE primary: human SIAE inhibition, primary screen. Q9HAT2. SIAE FP-Rh probe binding, fluorescence polarization. inhibition, % at 9.66 µM. 370,000 compounds, 0.69% hits. AID 1053197;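 active = inhibition above a cutoff: mean of compounds within the control limits plus 3 SD of those, cut at about 17% in these data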;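 also: 0% = plate median of compound wells and 100% = probe without SIAE protein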
# Target sequence (Q9HAT2 whole entry, looked up): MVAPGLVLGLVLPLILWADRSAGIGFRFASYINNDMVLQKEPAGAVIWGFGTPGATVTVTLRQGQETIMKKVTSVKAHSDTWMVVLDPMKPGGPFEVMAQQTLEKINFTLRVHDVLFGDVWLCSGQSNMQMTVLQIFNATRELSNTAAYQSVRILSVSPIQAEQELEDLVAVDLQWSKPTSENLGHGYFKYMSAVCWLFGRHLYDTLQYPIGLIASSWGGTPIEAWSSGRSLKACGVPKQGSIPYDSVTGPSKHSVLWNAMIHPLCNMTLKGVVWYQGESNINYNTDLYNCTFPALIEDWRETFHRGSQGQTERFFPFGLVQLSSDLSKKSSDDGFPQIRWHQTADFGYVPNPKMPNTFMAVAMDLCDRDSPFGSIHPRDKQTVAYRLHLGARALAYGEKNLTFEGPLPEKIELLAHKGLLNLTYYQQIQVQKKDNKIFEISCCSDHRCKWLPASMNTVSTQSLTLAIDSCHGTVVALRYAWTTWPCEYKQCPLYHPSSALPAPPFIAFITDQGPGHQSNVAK
# TCR CD3 inh: human TCR-CD3 binding inhibition | TAMRA-labeled TCR probe fluorescence, biochemical | inhibition, % at 9.4 µM | 360,000 compounds, 0.37% hits | AID 651800; in the data active = inhibition above about 19%;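 also: recombinant mutant TCR 2C K166C tagged with TAMRA read by polarization; 0% = receptor in buffer alone and 100% = receptor with positive control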
# TDP2 absorb: blocks human TDP2 phosphodiesterase activity; O95551; recombinant TDP2, T5PNP hydrolysis, p-nitrophenol absorbance 415 nm; inhibition, % at 12.8 µM; 370,000 compounds, 0.34% hits;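 active = inhibition above the mean of all tested compounds plus 3 SD, set per campaign, cut at about 25% in these data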;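 also: 0% = DMSO with enzyme and 100% = buffer with substrate but no TDP2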
#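 Assay system: Recombinant human TDP2 | Quantity: 120 nM TDP2 per well | Incubation: 2 h at 37 °C | Signal: Epi absorbance | Evaluation: Percent inhibition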
# PRMT1 inh: inhibitors of human PRMT1; Q99873; recombinant PRMT1, activity-based probe fluorescence polarization; inhibition, % at 2.79 µM; 370,000 compounds, 1.3% hits;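 active = inhibition above about 21% made by adding two undisclosed values, limit read from the data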
# Rev-erbA mod: modulates human Rev-erb alpha binding to DNA | 370,000 compounds, 0.79% hits | P20393 | AID 1259318 | Rev-erbα–FITC-DNA binding, fluorescence polarization, 90 min | activity, % at 10 µM;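 active = activity above about 14%, limit read from the data; passing the limit was not always enough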;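 also: 0% = DMSO wells with 35 nM protein and 100% = DMSO wells with 750 nM protein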
# Numbers without * were called inactive; / = no result given. Some of the compounds tested; the hit share may differ from the screen's.
item	molecule	rCAG binder	mABHD4 FP	HTRA1 inhibitor	LEDGF integ inh	PG9 Ab binder	SIAE primary	TCR CD3 inh	TDP2 absorb	PRMT1 inh	Rev-erbA mod
1	O=C(CN1CCN(c2ccc(F)cc2)CC1)Nc1nnc(-c2ccccc2)s1	2	4	-6	2	-0.6	0	-2	-14	-4	0
2	CN1CCN(c2ccccc2NC(=O)c2cccs2)CC1	-7	-4	-2	-3	1.9	-1	1	-1	-1	-1
3	CC(C)OP(=O)(OC(C)C)C(O)c1ccc(N(C)C)cc1 (stereo unspecified)	-4	3	0	4	-4.3	13	3	-11	-8	-4
4	O=C(NCCc1ccccc1)C1CCCN1S(=O)(=O)c1ccc(F)cc1 (stereo unspecified)	-3	-1	-11	8	-1.2	-2	0	2	-2	4
5	C/C(=N\NC(=O)c1ccccc1NC(=O)c1ccc(Cl)cc1)c1ccncc1	1	3	-3	0	-2.8	-8	-2	-12	-4	2
6	COCCNC(=O)CN(C(=O)CCC(=O)Nc1nccs1)c1ccccc1OC	-9	-1	6	-1	-0.7	-3	5	5	2	-1
7	OC(c1cccs1)c1nccc2ccccc12 (stereo unspecified)	3	3	-4	4	-1.2	2	4	-1	-1	-2
8	Cc1cc(C(=O)NNC(=O)CN2C(=O)NC(C)(c3ccccc3)C2=O)c(C)o1 (stereo unspecified)	-3	-2	-2	-5	0.0	6	-8	-2	2	-5
9	O=C(CCCn1c(=S)[nH]c2ccccc2c1=O)NCc1ccco1	-2	5	-1	-3	1.7	4	0	-2	1	1
10	COc1cccc(C(=O)Nc2cc3c(cc2Cl)OCCCO3)c1	-6	5	-9	-1	-0.8	-2	2	-4	0	1
11	CCOc1ccc(S(=O)(=O)Nc2cccc(C(=O)N(C)Cc3cccc(OC)c3OC)c2)cc1	-4	8	-4	-3	-0.5	2	1	-6	6	-2
12	CCCCCCCCN1C(=O)[C@@H](CC(=O)NCc2ccc(C)o2)C[C@@]2(C(=O)OC)C1=C[C@H](C(C)(C)C)O[C@@H]2C	1	0	/	0	0.1	-3	1	4	6	-1
13	CCCNC(=O)C1(C)CCCN(CCC(=O)c2ccccc2)C1 (stereo unspecified)	1	-2	/	0	-1.5	-1	5	1	-1	3
14	O=C(CSc1ccc(F)cc1)NC(=O)NCc1ccccc1	-1	-15	-13	7	-2.9	-13	3	-27	-4	3
15	CCN(CC)C(=O)C1CC(=O)N(c2ccc(OC)cc2)C1c1ccc(OC)cc1 (stereo unspecified)	-6	10	2	-1	-1.3	3	-2	6	-2	0

# Part of the list above, with two lines to a compound:
# Every second line gives: rCAG binder	mABHD4 FP	HTRA1 inhibitor	LEDGF integ inh	PG9 Ab binder	SIAE primary	TCR CD3 inh	TDP2 absorb	PRMT1 inh	Rev-erbA mod
3: CC(C)OP(=O)(OC(C)C)C(O)c1ccc(N(C)C)cc1 (stereo unspecified)
  -4	3	0	4	-4.3	13	3	-11	-8	-4
4: O=C(NCCc1ccccc1)C1CCCN1S(=O)(=O)c1ccc(F)cc1 (stereo unspecified)
  -3	-1	-11	8	-1.2	-2	0	2	-2	4
5: C/C(=N\NC(=O)c1ccccc1NC(=O)c1ccc(Cl)cc1)c1ccncc1
  1	3	-3	0	-2.8	-8	-2	-12	-4	2

# Next section
item	molecule	rCAG binder	mABHD4 FP	HTRA1 inhibitor	LEDGF integ inh	PG9 Ab binder	SIAE primary	TCR CD3 inh	TDP2 absorb	PRMT1 inh	Rev-erbA mod
16	O=C(COc1ccc2c3c(c(=O)oc2c1)CCC3)NCCCN1CCCC1=O	-3	3	1	1	0.8	0	2	-12	1	-1
17	O=C(COc1ccc(S(=O)(=O)N2CCCC2)cc1)NCC1CCCO1 (stereo unspecified)	3	2	5	-1	0.3	-1	4	7	-1	-2
18	O=C(CCC(=O)Nc1cccc2ccccc12)N/N=C/c1ccco1	2	-6	-1	6	-1.8	4	-3	0	-1	-3
19	COc1ccc(CNC(=O)c2ccc(Cn3cc(Br)cn3)o2)cc1	-3	-1	-5	-4	-0.5	0	-11	9	2	-4
20	COc1ccccc1-c1nnc(NC(=O)C(C)Sc2nncn2C)s1 (stereo unspecified)	1	-4	4	-1	-4.8	-2	-1	11	-2	2
21	Cc1ccc(C(=O)OCC(=O)NCc2ccc3c(c2)OCO3)cc1S(=O)(=O)N1CCOCC1	2	-5	-4	6	-0.3	0	3	-7	-6	-10
22	C[C@H](CO)N1C[C@H](C)[C@@H](CN(C)Cc2ccncc2)Oc2c(NC(=O)CCCCCC(=O)Nc3ccccc3N)cccc2C1=O	-8	4	3	2	-1.0	3	8	0	0	-2
23	CCCCC(CC)C(=O)Nc1cc(=O)[nH]c2nc3ccccc3n12 (stereo unspecified)	3	0	1	0	-2.1	10	-2	2	-3	3
24	COc1ccc(OCCCC(=O)OCC(=O)NNC(=O)c2ccc([N+](=O)[O-])cc2)cc1	9	2	-4	0	1.4	-1	3	2	2	-5
25	Cc1ccc(S(=O)(=O)CC(=O)NCc2ccccc2)cc1	3	3	8	3	-1.4	2	1	6	0	3
26	C[C@@H](C(=O)N1CCNCC1)n1cc(CCC(=O)O)nn1	10	6	-3	-1	0.7	4	-4	12	3	-2
27	CCn1nnnc1-c1ccc(OC)c(S(=O)(=O)NCc2ccccc2)c1	-3	5	-9	-1	1.4	-2	-5	6	3	3
28	O=C(/C=C/c1ccc2c(c1)OCO2)NCc1ccco1	2	-9	-3	0	-0.2	-3	-5	-11	11	-1
29	Cc1oc2c(C)c3oc(=O)c(CCC(=O)O)c(C)c3cc2c1-c1ccccc1	12	-17	-2	-4	-0.1	-5	4	-13	5	5
30	CCCN(CCC)CCCNC(=O)c1cc2cc3ccc(Cl)cc3nc2o1	4	0	-4	-3	-0.9	0	-4	1	-2	2
31	CC(=O)c1ccc(N2CCN(S(=O)(=O)c3c(C)[nH]c(C)c3C(=O)N3CCCC3)CC2)cc1	-1	6	1	-4	-1.0	-3	-2	-4	6	-4
32	COc1ccc(CCC(C)NCc2cc(OC)cc(OC)c2)cc1 (stereo unspecified)	1	1	3	-1	-2.0	-2	8	8	2	3
33	N/C(=N\OC(=O)COc1ccc(Cl)cc1)c1ccc(Cl)cc1	1	-4	7	-3	-2.9	3	1	-1	1	4
34	CCCN(CC(=O)Nc1ccccc1OC)C(=O)c1ccc(S(=O)(=O)NCc2ccco2)cc1	1	-1	-9	-2	-0.8	1	9	3	-5	-6
35	CCCNC(=O)c1ccc(-c2nc3ccccc3s2)s1	6	-23	-32	-2	0.6	-11	2	1	-3	-2
36	CC(C)C(NC(=O)c1ccccc1Cl)C(=O)OCc1nc2scc(-c3ccccc3Cl)c2c(=O)[nH]1 (stereo unspecified)	5	6	-6	0	0.7	-3	0	3	0	-1
37	COc1ccc(C(=O)c2[nH]c(N)c(C(=O)NCCc3c[nH]c4ccccc34)c2-c2ccccc2C(F)(F)F)cc1	10	-4	/	3	1.1	2	-8	1	2	-6
38	O=C(Cc1ccccc1)NC1(Cc2ccc(O)cc2)CCCCC1	-2	8	-8	-3	0.8	12	-5	-2	3	0
39	CCCn1c(=S)[nH]c2cc(C(=O)NCC3CCCO3)ccc2c1=O (stereo unspecified)	-1	2	-1	-6	0.1	-5	-7	1	1	-6
40	COc1cccc(Cn2c(C3CC3)nc3ccc(NC(=O)c4ccco4)cc3c2=O)c1	5	-18	/	-1	1.0	-10	3	-9	1	-2
41	O=C(O)c1ccccc1OC(C(=O)Nc1cc(Cl)cc(Cl)c1)c1ccccc1 (stereo unspecified)	2	0	-25	-6	0.0	-2	-6	-2	5	1
42	Cc1ccc(C(=O)N2CCN(c3ccccc3Cl)CC2)cc1[N+](=O)[O-]	-6	-8	-1	1	0.4	7	4	2	0	-3
43	CCCCN(CCCNC(=O)C1CCN(S(=O)(=O)N2CCOCC2)CC1)c1ccccc1	-4	10	1	-5	-1.1	0	8	3	0	0
44	CCCN(C(=O)CSc1nnc(-c2ccc3c(c2)OCO3)o1)C1CCS(=O)(=O)C1 (stereo unspecified)	0	4	0	-3	-1.9	-5	4	-12	-2	3
45	COc1cc2cc(C#N)c(SCC(=O)Nc3cc(C)on3)nc2cc1OC	4	0	2	2	46*	2	-2	-4	8	113*
46	CCN1CCN(CC(=O)c2c[nH]c3ccc(C)cc23)CC1	0	-4	3	7	-0.4	5	8	-2	1	-1
47	COC(=O)[C@H](Cc1ccccc1)NP(=O)(OC)[C@@H](C)NC(=O)OCc1ccccc1 (stereo partly specified)	3	2	/	0	/	1	/	0	-6	11
48	CCCCC(=O)N(C)c1c(CC)nc2c(OCc3ccccc3C)cccn12	-3	7	/	-4	1.1	-1	-7	3	-1	1
49	COC(=O)CNC(=O)C(Cc1c[nH]c2ccccc12)NC(=O)Oc1ccccc1 (stereo unspecified)	1	-2	5	4	1.8	1	-3	-12	-2	1
50	CC(C)[C@H](NC(=O)c1ccccc1F)C(=O)NNC(=O)c1cccs1	1	-10	-2	2	-0.7	-1	-7	-21	1	-1
51	COc1ccc(-c2oc(=O)c3cc(OC)c(OC)cc3c2-c2cc(F)cc(OC)c2)cc1	3	0	-17	-3	-1.7	-7	11	5	-2	-1
52	CC[C@@H]1Cc2[nH][nH]c(=O)c2[C@@H](c2ccc(F)cc2)O1	5	-1	/	1	-0.4	8	-2	12	0	0
53	COc1ccc(/C=N/Nc2cn[nH]c(=O)c2Cl)cc1	2	1	3	-2	-1.5	-4	-5	6	-1	1
54	Cc1nc(SC(C)C(=O)NC2CCCCC2C)c2c(C)c(C)sc2n1 (stereo unspecified)	-2	5	0	-8	-0.4	5	-9	-12	-3	3
55	CC1SCC(NC(=O)c2ccccc2Cl)CS1 (stereo unspecified)	-2	10	/	0	-0.2	-3	-7	2	0	-1
56	Cc1ccc(N2C(=O)N(CC(=O)N3CCCc4ccccc43)C(=O)C2C)cc1 (stereo unspecified)	-6	1	0	-5	0.7	-1	4	5	1	2
57	Cn1cnnc1-c1cccc(NC(=O)c2cc(F)c(F)cc2Cl)c1	0	-2	4	11	2.1	-4	-1	-7	-6	6
58	Cc1cc(C)c2cc(CNC3CCCC3)c(Cl)nc2c1	1	-10	-2	-2	0.4	3	-4	7	3	0
59	Cc1ccc(NC(=O)CN(C)C(=O)CSc2nnc(C)s2)cc1	-2	3	5	1	0.8	1	5	9	2	1
60	O=c1n2c(c(O)n1C1CCCCC1)C(c1ccccc1)=Nc1ccccc1C2	3	0	/	3	-1.1	7	0	-3	3	9
61	Cc1ccc(C(=O)OCC(=O)NCc2ccc(F)cc2)o1	3	4	9	4	-1.0	4	-2	-4	-8	1
62	CCCC(=O)Nc1ccc(C(=O)NN=C(C2CC2)C2CC2)cc1	-1	-10	-5	1	-1.9	4	2	-5	-5	1
63	COC(=O)c1ccccc1NC(=S)NC(=O)c1ccccc1F	1	2	-5	4	0.7	6	3	4	-3	-2
64	Cc1cccc(C)c1NC(=O)C1(N(Cc2ccco2)C(=O)Cn2nnnc2N)CCCCC1	6	4	-4	-2	-1.4	-2	8	-1	-3	9
65	CC[C@]1(C(=O)OC)[C@H]2C(=O)N(Cc3ccccc3)C(=O)[C@H]2[C@H]2CN=C(SCc3ccccc3)N21	-1	2	-2	-1	-1.6	9	-8	5	0	-4

# Source: PubChem (several laboratories)
